Assay outcomes as filed in PubChem.
KB-3-1 tox = KB-3-1 parental cell cytotoxicity. KB-3-1 viability, CellTiter-Glo ATP luminescence, 72 h. AID 1347075. hit rate 1.4% among 400,000. Potency, µM (doses to about 46.1 µM), without a hit: at the top dose activity change, negative = cytotoxic, most hits filed as cytotoxic; also: nearly all actives have a fitted effect of over 60% in size
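Here the drug-naive KB-3-1 line serves as comparator for MDR sub-line selectivity; cells received compound titrations, 72 h at 37 °C, then CellTiter-Glo readout.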
KB-V1 MDR tox = KB-V1 MDR subline cytotoxicity | KB-V1 MDR cells viability, CellTiter-Glo, 72 h | hit rate 3.4% among 400,000 | Potency, µM (titrated, usually from 46.1 µM), without a hit: at the top dose activity change, negative = cytotoxicity, hits mostly cytotoxic | AID 1347076; also: nearly all actives have a fitted effect of over 60% in size
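Following 72 h at 37 degrees C with compound, KB-V1 cell viability was read by CellTiter-Glo luminescence, medium being phenol-red-free DMEM plus 10% FBS; concentration-response parameters came from normalized, curve-fitted qHTS data.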
Starred values were filed as active, the others as inactive; ? = inconclusive; & = joins results of further samples. Calls follow the shape of the dose curve; as a rule, active = well fitted cell-killing curve with a large enough effect; inconclusive = small, poorly fitted or top-dose-only effect, or effect the other way; inactive = flat fitted curve, though single readings scatter. % is scaled to controls: 0 for no effect and ±100 for the full control effect; potency is read from the fitted curve at half-maximal effect. Not all compounds are listed; the hit share may differ from the screen's.

molecule	KB-V1 MDR tox	KB-3-1 tox
COc1ccc(-c2nc(CSCC(=O)NCCc3ccccc3)c(C)o2)cc1	18%	?
O=C(Nc1ncnc2nc[nH]c12)c1ccccc1	0%&73%	?
S=c1nc[nH]c2n[nH]nc12	0%	-15%
CC(=O)C[n+]1cccc(Br)c1	29%	7%
Cc1ccc(S(=O)(=O)N2CCN(C(=O)c3cc(-c4ccc(Br)cc4)n[nH]3)CC2)c(C)c1	-8%	-2%
O/N=C(/C[n+]1ccsc1)c1ccc(I)cc1	0%	8%
CCCN(CCC)c1ccc(/C=C/c2sc3ccccc3[n+]2CCCCI)cc1	-13%	-24%
Cc1ccc(-n2ncc(C(=O)NCCCN3CCc4ccccc4C3)c2C2CCN(C(=O)OC(C)(C)C)CC2)cc1C	-1%	-2%
CC(=O)Nc1ccc(C)cc1-c1nc2ccccc2n(CC(=O)Nc2cc(Cl)ccc2C)c1=O	5%	2%
COCCCn1c(SCC(=O)Nc2ccc(OC)cc2)nc2c(sc3ccccc32)c1=O	4%	13%
COc1ccccc1C(C)NCC(=O)c1c(C)[nH]c2ccccc12 (stereo not given)	-14%	0%
Cc1nc2cccnc2n1-c1cccc(C(=O)N2CCN(c3ccc(Cl)cc3)CC2)c1	-22%	12µM*
COc1cccc2nccc(/C=C/c3ccc(N(C)C)cc3)c12	?	?
COc1ccc(S(=O)(=O)N2CCOCC2)cc1	?	?
CNS(=O)(=O)c1cn(CC(=O)Nc2ccc(F)cc2F)cc1S(=O)(=O)NC	23%	6%
CCOc1ccc(N(CC)S(=O)(=O)N2CCCC(C(=O)NCc3ccccc3OCC)C2)cc1 (stereo not given)	-10%	-21%

Gathered by group: those above containing an NH in an aromatic ring
molecule	KB-V1 MDR tox	KB-3-1 tox
O=C(Nc1ncnc2nc[nH]c12)c1ccccc1	0%&73%	?
S=c1nc[nH]c2n[nH]nc12	0%	-15%
Cc1ccc(S(=O)(=O)N2CCN(C(=O)c3cc(-c4ccc(Br)cc4)n[nH]3)CC2)c(C)c1	-8%	-2%
COc1ccccc1C(C)NCC(=O)c1c(C)[nH]c2ccccc12 (stereo not given)	-14%	0%

Next section
molecule	KB-V1 MDR tox	KB-3-1 tox
Cc1ccc(-n2c(-c3ccccc3)nsc2=NC#N)cc1	-10%	-48%
FC(F)(F)c1ccc(-c2noc(-c3ccccc3Br)n2)cc1	-9%	-3%
NC(=O)C1CCN(c2nnc(-c3ccc(Br)cc3)s2)CC1	10%	19%
COc1ccccc1NC(=O)c1cc(S(=O)(=O)NCCc2ccccc2)ccc1F	-10%	2%
COc1ccc(OCc2nnc3n2N=C(c2ccccc2)CS3)cc1	2%	0%
COc1ccc(-c2cc(-c3nc(-c4cc(OC)c(OC)c(OC)c4)no3)[nH]n2)c(OC)c1	?	-13%
CN(C)/C=C1\C=Cc2ccccc21	-3%	7%
CCC(C(=O)Nc1ccc(C(=O)OC)cc1)n1c(=O)c(-c2ccccc2NC(C)=O)nc2ccccc21 (stereo not given)	-19%	3%
COc1cccc(-n2cc(C(=O)OCc3ccc(Cl)cc3)c3ccccc3c2=O)c1	-12%	3%
COc1ccccc1C(=O)Nc1sc(Nc2ccccc2)nc1C(N)=O	-9%	-13%
c1ccc2c3c([nH]c2c1)CCCC3	0%	21%
CCOc1ccc(N(CC)S(=O)(=O)N2CCCC(C(=O)Nc3cc(Cl)ccc3OC)C2)cc1 (stereo not given)	-11%	-10%
O=C1c2ccccc2-c2cc([N+](=O)[O-])c([N+](=O)[O-])cc21	0%	?
COc1cc(NC(=O)Cn2c(-c3ccccc3)cc(C(C)=O)c2C)cc(OC)c1	3%	0%
Cc1ccc(C)c(CN2CCCN(CC(=O)Nc3ccc(C)c(C)c3)S2(=O)=O)c1	0%	-16%
Cc1ccc(NC(=O)C(=O)NCC(c2cccnc2)N2CCc3ccccc32)cc1Cl (stereo not given)	-10%	-15%

Copied from the list.
COc1cc(NC(=O)Cn2c(-c3ccccc3)cc(C(C)=O)c2C)cc(OC)c1 in KB-V1 MDR tox shows 3%
Cc1ccc(C)c(CN2CCCN(CC(=O)Nc3ccc(C)c(C)c3)S2(=O)=O)c1 in KB-3-1 tox shows -16%
Cc1ccc(NC(=O)C(=O)NCC(c2cccnc2)N2CCc3ccccc32)cc1Cl (stereo not given) in KB-V1 MDR tox shows -10%
CCOc1ccc(N(CC)S(=O)(=O)N2CCCC(C(=O)Nc3cc(Cl)ccc3OC)C2)cc1 (stereo not given) in KB-3-1 tox shows -10%

Additional structures
molecule	KB-V1 MDR tox	KB-3-1 tox
CCc1ccc(NC(=O)c2ccc3nc(C(C)C)oc3c2)cc1	-13%	-6%
CCOc1ccc(CCNC(=O)c2ccc3[nH]c(C)c(C)c3c2)cc1	-10%	-12%
Cc1ccc(CCNC(=O)c2sc3nc4n(c(=O)c3c2C)CCCC4)cc1	-18%	-2%
CN(C)c1ccc(/C=c2\[nH]c(=O)/c(=C\c3ccc(N(C)C)cc3)[nH]c2=O)cc1	4%	-19%
COc1cc(-c2noc(-c3cc(C)[nH]n3)n2)cc(OC)c1OC	17%	7%
Cc1ccc2c(c1)N(C(=O)N1CCC(C(=O)NCc3ccco3)CC1)CC(C)O2 (stereo not given)	1%	-10%
CCOc1cc(CNC(=O)NC2COc3ccccc3C2)cc(OCC)c1OCC (stereo not given)	-25%	-9%
CCCCCCCN(c1ccccc1)C1C[C@H]2CCCC(=O)N3CC[C@@H](C1)[C@@H]23 (stereo not given in full)	-23%	2%
Cc1ccc(CCNC(=O)c2ccc(CSCc3ccccc3Cl)o2)cc1	0%	-2%
O=S1(=O)N=C(Oc2ccccc2C(F)(F)F)c2ccccc21	?	0%
CCOc1ccc(CCNC(=O)c2ccc(C)c(-n3c(C)nc4cccnc43)c2)cc1OCC	6%	8%
O=C(C[N+]1(CCO)CCOCC1)c1ccc(F)c2ccccc12	?	?
CC(=O)Nc1cccc(-n2cc3c(c2-c2ccccc2Cl)c(=O)n(C)c(=O)n3C)c1	12%	-1%
CN(C)c1ccc(/C=C2\C=Cc3ccccc32)cc1N	0%	9%
O=C(Nc1ccc(S(=O)(=O)N2CCC(c3nc4ccccc4s3)CC2)cc1)c1ccc(F)cc1	-4%	-3%
O=C(COc1ccccc1C(=O)Nc1cccc([N+](=O)[O-])c1)Nc1ccc(Br)cc1	?	?
O=C(C1COc2ccccc2O1)N(Cc1cccnc1)c1nc2c(Cl)cccc2s1 (stereo not given)	9%	-5%
COc1ccc(C2c3c(n(C)c4ccccc34)C(=O)N2CC(=O)Nc2c(C)cc(C)cc2C)cc1 (stereo not given)	1%	-15%
Cc1cccc(Nc2c(-c3cccs3)nc3nc(C)cc(C)n23)c1	-2%	14%
CCCn1cc(S(=O)(=O)c2ccc(OC)cc2)c(=O)c2cc(F)c(N3CCCCCC3)cc21	?	-21%
CN(C)c1ccc(N=Cc2cccc3ccccc23)cc1	-27%	0%
Cc1ccc(S(=O)(=O)NCC2CCC(C(=O)NCc3ccc(F)cc3)CC2)cc1 (stereo not given)	0%	?
COc1ccc(CCNC(=O)Cn2c(-c3ccc(F)cc3)cc(C(C)=O)c2C)cc1OC	-19%	11%
Cc1ccc(C)c(Nc2nc3c(S(=O)(=O)c4ccc(C(C)C)cc4)nnn3c3ccsc23)c1	-30%	?
Cc1ccc(NC(=O)Cn2c(=O)n(Cc3nc(C)no3)c(=O)c3ccccc32)c(Cl)c1	10%	6%
CCC(=O)Nc1ccccc1-c1nc2ccccc2n(CC(=O)c2ccc(C)cc2)c1=O	2%	12%
COc1cc(/C=C/c2nc3cc(Cl)ccc3c(=O)n2-c2cccc(C(F)(F)F)c2)cc(OC)c1OC	-12%	-12%
Cc1ccc(CCNC(=O)c2ccc3c(c2)c(C)c(C)n3Cc2ccccc2)cc1	-1%	-6%
COc1ccc(C2Nc3ccccc3C(=O)N2c2ccccc2)cc1COc1ccc(NC(C)=O)cc1 (stereo not given)	-14%	-29%
Cc1ccc(-c2cc(C(=O)N3CCN(S(=O)(=O)c4ccc(Br)cc4)CC3)[nH]n2)c(C)c1	0%	6%
CCOc1ccc(NC(=O)CCc2nc3cccnc3n2Cc2ccc(OC)cc2)cc1	-4%	18%
CNC(=O)COc1ccccc1C(=O)Nc1ccccc1	13%	?
Cc1cc(C)c2ccccc2n1	10%	3%
O=C(COCc1cc(-c2cccs2)on1)N1CCN(c2ccc(F)cc2)CC1	-5%	-7%
O=C(NCCc1ccc(F)cc1)C(=O)NCC(c1ccco1)S(=O)(=O)c1cccs1 (stereo not given)	-5%	-13%
COc1ccccc1CNC(=O)C(CC(C)C)N1Cc2ccccc2C1=O (stereo not given)	3%	2%
O=C(Nc1ccc2c(c1)CCC2)c1cnn2c1NC(=C1CC1)C=C2C(F)F	1%	5%
Clc1ccc(Nc2nc(Nc3ccc(Cl)cc3)nc(N3CCOCC3)n2)cc1	28%	47%
COc1ccc(NC(=O)CSC2=Nc3ccccc3C3=NC(CCC(=O)NCc4ccco4)C(=O)N23)cc1 (stereo not given)	-8%	3%
CCC(Sc1nnc(-c2ccc(F)cc2)c(-c2ccc(F)cc2)n1)C(=O)NC1CCCC1 (stereo not given)	12%	11%
Cc1c2cnn(-c3ccccc3)c(=O)c2c(C)n1CCCC(=O)Nc1cc(F)ccc1F	-1%	2%
O=C(Cc1ccc(F)cc1)NCc1ccc2c(c1)CCN2C(=O)c1ccc(F)cc1	2%	2%
O=C(CSc1ccccc1)NCc1ccc2c(c1)CCN2C(=O)c1ccc(Cl)cc1	-12%	-4%
Cc1ccc(S(=O)(=O)c2nnn3c2nc(NCc2ccc4c(c2)OCO4)c2sccc23)cc1	3%	3%
COc1cc2nc(N3CCCN(C)CC3)nc(OC3CCN(C)CC3)c2cc1OC	0%	-3%
Cc1ccc(Cl)cc1N1CCN(C(=O)c2cnn(C)c2C2CCN(C(=O)OC(C)(C)C)CC2)CC1	8%	-1%
Cc1ccc(C)c(CNC(=O)c2ccc3c(c2)nc2n3CCOC2)c1	-4%	3%
O=C(NCc1ccc2c(c1)CCN2C(=O)c1ccc(F)cc1)c1cc2ccccc2[nH]1	3%	0%
NN=C1c2cc(S(=O)(=O)NCCO)ccc2-c2ccc(S(=O)(=O)NCCO)cc21	-8%	?
Cc1noc(Cn2c(=O)c3ccccc3n(CC(=O)Nc3cccc(Cl)c3C)c2=O)n1	-18%	-3%
CN(Cc1ccccc1)c1nc2c(S(=O)(=O)c3ccccc3)nnn2c2ccsc12	-4%	1%
c1nc(SSc2ncc3n[nH]nc3n2)nc2n[nH]nc12	?	?
COc1ccc(C(=O)NCC(c2ccco2)S(=O)(=O)c2cccs2)cc1 (stereo not given)	6%	-4%
COc1ccc(-c2cn3nc(N4CCCC(C(=O)NCCCOC(C)C)C4)sc3n2)cc1 (stereo not given)	7%	-21%
Cc1ccc(CNC(=O)NC2COc3ccccc3C2)cc1 (stereo not given)	0%	-4%
CC(=O)c1ccc(N2CCN(C(=O)c3cc4ccc5cccnc5c4[nH]3)CC2)cc1	-15%	0%

The listing continues:
molecule	KB-V1 MDR tox	KB-3-1 tox
CCN(CC)c1ccc(/C=C/C2=C3C=CC=CC3NC=C2)cc1 (stereo not given)	-22%	?
Cc1ccc2nc(-c3ccc(C)c(NC(=O)COc4ccc(Br)cc4)c3)oc2c1	6%	?
N#Cc1nc(N2CCCCC2)nc(N2CCCCC2)n1	0%	-5%
Cc1ccc(NC(=O)CN2C(=O)c3cccnc3Oc3ccc(Cl)cc32)cc1	0%	4%
COc1ccccc1CNC(=O)CCC1N=C2c3ccccc3N=C(SCc3ccccc3Cl)N2C1=O (stereo not given)	-17%	?
COc1cc(OC)c(NC(=O)Cc2ccc(-n3c(C)nc4cccnc43)cc2)cc1Cl	0%	-24%
CCOCCCNC(=O)c1c(NC(=O)c2nc(SCC)ncc2Cl)sc2c1CCCC2	-11%	10%
Cc1ccn2c(=O)c(NC(=O)c3cccc([N+](=O)[O-])c3C)c(C)nc2c1	-28%	?
CCOC(=O)C1CCCN(C(=O)c2ccc(-n3ccc4ccccc43)s2)C1 (stereo not given)	8%	4%
Cc1ccc2oc(C(=O)N(Cc3cccc(F)c3)C3CCS(=O)(=O)C3)c(C)c2c1 (stereo not given)	-29%	9%
COc1ccc(-c2nc(CSCC(=O)NCCc3ccc(OC)c(OC)c3)c(C)o2)cc1	-14%	-6%
CCC1CN(C(=O)Nc2ccccc2C(F)(F)F)c2ccccc2S1 (stereo not given)	17%	12%
Cc1cccc(C(=O)N2CCc3cc(CNC(=O)CSc4ccccc4)ccc32)c1	3%	1%
O=C1c2ccccc2C(=O)N1c1cccc(N2C(=O)c3ccccc3C2=O)n1	7%	0%
Cc1cccc(OCC(=O)Nc2c(C(=O)N3CCN(c4ccccc4F)CC3)oc3ccccc23)c1	0%	-1%
CC1CCc2nc(-c3cc4ccc(O)cc4oc3=O)sc2C1 (stereo not given)	-21%	?
COc1ccc(C2N=C(Nc3nc4ccccc4o3)NC3=C2C(=O)CC(C)(C)C3)cc1 (stereo not given)	-4%	?

Record cards (already shown). Screens in order: KB-V1 MDR tox	KB-3-1 tox
CCOc1ccc(NC(=O)CCc2nc3cccnc3n2Cc2ccc(OC)cc2)cc1 is entered as -4%	18%
Cc1ccc(Cl)cc1N1CCN(C(=O)c2cnn(C)c2C2CCN(C(=O)OC(C)(C)C)CC2)CC1 is entered as 8%	-1%
